High-throughput results deposited in PubChem by National Center for Advancing Translational Sciences (NCATS).
POLH inh – qHTS for Inhibitors of Polymerase Eta | AID 588591, 2011 | Potency, µM (highest dose often 114 µM), inactives show at the highest dose activity change, negative = inhibition, hits mostly inhibitors | DNA polymerase eta (Homo sapiens), Q9Y253 | actives 1.2% (n = 390,000) | recombinant Pol eta, fluorescent DNA replication assay; further: potency means the concentration at half of the fitted maximal effect; on the % scale 0 is the no-effect control and ±100 the full control effect
Target sequence (Q9Y253 whole entry, looked up): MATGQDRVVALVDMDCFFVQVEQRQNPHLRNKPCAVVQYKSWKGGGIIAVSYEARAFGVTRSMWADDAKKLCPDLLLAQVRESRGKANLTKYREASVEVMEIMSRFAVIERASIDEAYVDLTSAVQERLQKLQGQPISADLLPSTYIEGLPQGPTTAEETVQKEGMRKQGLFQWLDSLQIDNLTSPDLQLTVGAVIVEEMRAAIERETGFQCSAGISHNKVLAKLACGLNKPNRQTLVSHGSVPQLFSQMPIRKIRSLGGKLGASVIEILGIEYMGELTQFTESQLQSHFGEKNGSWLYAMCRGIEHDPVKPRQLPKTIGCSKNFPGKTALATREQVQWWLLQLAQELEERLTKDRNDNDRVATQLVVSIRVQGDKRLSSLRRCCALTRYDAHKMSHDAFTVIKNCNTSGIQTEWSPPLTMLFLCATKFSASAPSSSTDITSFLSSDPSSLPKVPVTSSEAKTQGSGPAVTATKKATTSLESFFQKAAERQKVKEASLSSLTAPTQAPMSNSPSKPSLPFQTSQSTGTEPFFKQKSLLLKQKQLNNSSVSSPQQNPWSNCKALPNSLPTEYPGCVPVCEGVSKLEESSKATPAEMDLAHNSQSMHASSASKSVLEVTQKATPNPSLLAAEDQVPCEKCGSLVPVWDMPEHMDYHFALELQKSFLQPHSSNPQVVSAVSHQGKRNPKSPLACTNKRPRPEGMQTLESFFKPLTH
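Fluorescent replication assay: 50 nM final substrate added after a 15 min room-temperature compound preincubation with 10 nM enzyme. Signal taken at 0 min and again at 10 min.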
APE1 inh – qHTS Assay for Inhibitors of the Human Apurinic/apyrimidinic Endonuclease 1 (APE1); AID 2517, 2012; actives 0.35% (n = 350,000); Potency, µM (series often up to 65.8 µM), for the others: at the top dose activity change, negative = inhibition, hits mostly inhibitors; recombinant APE1, TAMRA/BHQ-2 abasic DNA cleavage fluorescence;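 further: potency means the concentration at half of the fitted maximal effect; plate controls were vehicle for no effect and reference inhibitor for full effect; nearly all actives have a fitted effect of over 55% in size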
Target sequence (P27695 whole entry, looked up): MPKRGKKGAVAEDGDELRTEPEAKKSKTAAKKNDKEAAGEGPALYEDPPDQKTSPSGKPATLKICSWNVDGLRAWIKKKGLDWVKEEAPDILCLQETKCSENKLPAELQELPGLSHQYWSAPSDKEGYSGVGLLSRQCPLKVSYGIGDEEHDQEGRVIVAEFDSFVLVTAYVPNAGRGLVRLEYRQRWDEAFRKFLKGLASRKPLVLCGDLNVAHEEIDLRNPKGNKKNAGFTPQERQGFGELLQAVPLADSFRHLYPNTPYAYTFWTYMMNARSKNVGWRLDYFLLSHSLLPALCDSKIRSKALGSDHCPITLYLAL
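Compound pre-exposure to 0.75 nM APE1, 15 min at ambient temperature. Reaction initiated with 50 nM TAMRA/BHQ-2 THF substrate, read immediately in kinetic mode, 525 nm excitation, 598 nm emission.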
Anesthetic bind – qHTS Assay for Identification of Novel General Anesthetics | actives 0.074% (n = 350,000) | Ferritin light chain (Equus caballus), P02791 | AID 485281, 2010 | apoferritin/1-aminoanthracene competitive binding, fluorescence | Potency, µM (doses to about 77.5 µM), without a hit: at the top dose activity change, negative = displacement, most hits filed as inhibitors; further: potency means the concentration at half of the fitted maximal effect; on the % scale 0 is the no-effect control and ±100 the full control effect; nearly all actives have a fitted effect of over 20% in size
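Apoferritin-based anesthetic binding model; compound displacement of fluorescent 1-AMA measured as endpoint fluorescence after 10 minutes at room temperature, scaled to free-ligand and complex controls.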
GRP78 ERSR act – qHTS for Inducers of the Endoplasmic Reticulum Stress Response (ERSR) in Human Glioma: qHTS; U87-MG GRP78 promoter luciferase reporter, 16 h; Potency, µM, inactives show at the highest dose activation, usual class: activators; actives 0.02% (n = 420,000); further: potency means the concentration at half of the fitted maximal effect; series mostly up to about 76 µM; % of control where 0% means no effect; nearly all actives have a fitted effect of over 35% in size
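ERSR induction read as luciferase luminescence (Bright-Glo, 10 min at room temperature) in stably transfected human U87-MG glioma cells exposed to compounds for 16 h, using GRP78 as sensor.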
BLM inh – qHTS Assay for Inhibitors of Bloom's syndrome helicase (BLM); RecQ-like DNA helicase BLM (Homo sapiens), P54132; recombinant BLM DNA unwinding, fluorescence dequenching; Potency, µM (titrated, usually from 56.1 µM), without a hit: at the highest dose activity change, negative = inhibition, most hits filed as inhibitors; actives 0.2% (n = 350,000); AID 2528, 2010;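 further: potency means the concentration at half of the fitted maximal effect; plate controls were vehicle for no effect and no enzyme for full effect; nearly all actives have a fitted effect of over 35% in size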
POLI inh – qHTS for Inhibitors of Polymerase Iota | Pol iota fluorescent replication assay, 10 min | Potency, µM (top dose mostly 115 µM), for the others: at the top dose activity, negative = inhibition, hits mostly inhibitors | actives 1% (n = 390,000); further: potency means the concentration at half of the fitted maximal effect
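Fluorescent replication assay read twice, at 0 min and 10 min after adding 50 nM (final) substrate. Enzyme (10 nM) and compounds were first incubated 15 min at room temperature; enzyme-free buffer wells were negative controls.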
POLK inh – qHTS for Inhibitors of Polymerase Kappa. purified Pol kappa, fluorescent DNA synthesis assay, 10 min. Potency, µM (top dose mostly 107 µM), for inactives: at the top dose activity, negative = inhibition, hits mostly inhibitors. actives 0.53% (n = 400,000). AID 588579, 2011; further: potency means the concentration at half of the fitted maximal effect; on the % scale 0 is the no-effect control and ±100 the full control effect
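10 nM Pol kappa preincubated 15 min at room temperature with compounds, then reaction started with substrate at 50 nM final. Fluorescence read kinetically at 0 and 10 min; buffer-only wells served as negative control.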
LDHA inh – qHTS assay for inhibitors of human lactate dehydrogenase; L-lactate dehydrogenase A chain (Homo sapiens), P00338; purified LDHA, NADH/diaphorase-resazurin fluorescence; hits give low values; activity change, % (values are at about 110 or 230 µM); actives 0.15% (n = 480,000); AID 1347041, 2019; in the data active means activity change below about -30%; inconclusive means mostly about -25% to -30%;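 further: plate controls were DMSO wells for no effect and wells without enzyme for full effect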
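Human LDH5 (2 nM) was incubated with 0.06 mM NADH and 0.2 mM pyruvate for 5 min at room temperature in Tris pH 7.4. Remaining NADH was coupled through diaphorase/resazurin, and resorufin fluorescence was read at 0 and 20 min.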
Pol beta inh – qHTS Assay for Inhibitors of DNA Polymerase Beta | actives 1.3% (n = 340,000) | Pol beta primer extension/strand displacement, fluorescence kinetic | AID 485314, 2010 | P06746 | Potency, µM (top dose mostly 114 µM), for the others: top-dose activity change, negative = inhibition, usual class: inhibitors; further: potency means the concentration at half of the fitted maximal effect; on the % scale 0 is the no-effect control and ±100 the full control effect
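Enzyme-only controls used 10 nM Pol beta; buffer lacking enzyme served as negative control. Compound preincubated 15 min, then 50 nM substrate added; 0 and 10 min reads at room temperature.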
Starred values were filed as active, the others as inactive; u = inconclusive; x = no result given; & = joins results of further samples; [ ] = another dose, or the depositor's remark. Unless noted, the call rests on the fitted dose curve; in most records, active means well fitted curve in the direction sought with a large enough effect; inconclusive means small, poorly fitted or top-dose-only effect, or another doubt; inactive means no such curve, though single readings can be large; an effect the other way counts as inactive or inconclusive.

nr | Pol beta inh | Anesthetic bind | APE1 inh | POLI inh | POLH inh | BLM inh | GRP78 ERSR act | LDHA inh | POLK inh | smiles
1 | u | u | u | -17% | -3% | -4% | -3% | 0 | -14% | Cc1ccccc1Nc1nc(N)nc(COC(=O)/C=C/c2ccco2)n1
2 | 11% | -11% | x | -12% | -4% | 2% | -3% | 0 | 20% | COc1ccc(N2CCN(C(=O)c3cc4c(=O)n(Cc5cccnc5)ccc4nc3C)CC2)cc1
3 | 1%[57.1 µM] | 2% | -1% | u | u | -4% | 0% | 3 | -1% | O=C(Cn1c(COc2ccccc2)nc2ccccc21)Nc1cccc(Cl)c1
4 | x | x | -11% | 40%[activator] | -24% | x | -3% | -3 | -2% | O=C(c1cn(-c2ccccc2)nc1-c1cccnc1)N1CCCC(C(F)(F)F)C1 (stereo unspecified)
5 | 1% | -8% | 3% | 29% | -8% | -1% | 2% | 8 | 5% | CCOc1ccc(CNCc2ccccc2Cl)cc1
6 | u | -7% | 30% | -5% | -1% | -5% | -4% | 0 | -8% | O=C(Nc1ccc(Cl)cc1Cl)c1ccc2ncsc2c1
7 | 1% | -9% | -8% | -2% | u | 1% | 13% | -2 | -9% | COC(=O)c1cc([N+](=O)[O-])c(-n2ccnc2)c([N+](=O)[O-])c1
8 | x | x | -8% | u | -7% | x | -2% | -6 | -10% | CCN1C(=O)[C@H]2[C@@H](c3ccc(-c4ccc(OC)cc4)c(OC)c3)N[C@@](C)(C(=O)OC)[C@H]2C1=O
9 | 1% | -11% | 16% | 42%[activator] | -10% | 3% | -7% | -2 | -3% | COc1ccccc1C1CCN(Cc2ccc3ccccc3c2)CC1
10 | 26% | -7% | 2% | -5% | -9% | 1% | 0% | 1 | 3% | COCCn1c(=O)[nH]c2cc(C(=O)NC(C)C)ccc2c1=O
11 | 26% | 2% | 15% | 28% | -20% | -2% | 20% | -5 | -7% | O=C(O)COCC(=O)N1CCCN(c2ccc(C(F)(F)F)cn2)CC1
12 | u | u | -4% | -16% | -4% | -3% | -1% | -8 | -6% | CCOC(=O)Cc1csc(NC(=O)CCCCCN2C(=O)c3ccccc3C2=O)n1
13 | -2% | -13% | 1% | -6% | -13% | -3% | -6% | -1 | -6% | COc1ccc(NC(=O)c2ccccc2N(Cc2ccccc2)S(C)(=O)=O)cc1
14 | 30% | -12% | 2% | -26% | -6% | -11% | -3% | -2 | -11% | COCCN1CCCC(CNCc2cn(C)nc2-c2ccc(Oc3ccccc3)cc2)C1 (stereo unspecified)
15 | x | x | 20% | 10% | -20% | x | -1% | -7 | 1% | C[C@H](NC(=O)Cc1cccc2ccccc12)C(=O)N1CCOCC1
16 | 9% | -11% | 23% | u | -9% | -1% | -2% | 1 | 10% | Cc1cc(=O)n2nc(N3CCCC(C(=O)NCc4ccccc4C)C3)sc2n1 (stereo unspecified)
17 | x | x | -1% | u | -14% | x | -5% | -9 | -18% | CCCCn1c(N)c(N(CCOC)C(=O)CCC2CCCCC2)c(=O)[nH]c1=O
18 | 4% | -1% | x | -1% | -10% | 6% | -5% | 1 | -6% | Clc1ccccc1Nc1ncnc2c1nc1n2CCCCC1
19 | -1% | -16% | 8% | 29% | -18% | 1% | 3% | 5 | -2% | COCC1CCN(C(=O)c2ccc3oc(CCCc4ccccc4)nc3c2)C1 (stereo unspecified)
20 | x | x | 3% | 15% | -11% | x | -3% | -2 | -4% | COc1cc(CCC(=O)Nc2ccc(S(=O)(=O)N3CCCC3)cc2)cc(OC)c1OC
21 | -2% | -4% | 2% | -2% | -10% | -1% | -2% | 2 | 4% | Cc1c(C(=O)O)oc2ccc(S(=O)(=O)N3CC(C)CC(C)C3)cc12 (stereo unspecified)
22 | 9% | -9% | 24% | 102%[activator] | -8% | -3% | 0% | -8 | -12% | CCOc1c(Br)cc(C2CC(=O)Nc3cc(OC)c(OC)cc32)cc1OC (stereo unspecified)
23 | -1% | -9% | -17% | 16% | -14% | 0% | -2% | -2 | -2% | Cc1ccccc1-c1nc2cc(Cl)ccc2c(=O)o1
24 | 1% | -6% | x | -4% | -4% | -7% | 0% | -8 | 14% | CCOc1ccc(CNC(=O)c2cnc3sc(N4CCC(C)CC4)nn3c2=O)cc1OC
25 | 2% | -7% | 30% | 37%[activator] | 0% | -2% | -6% | -12 | -12% | CCCCC(Br)C(=O)Nc1ccc(S(=O)(=O)Nc2cc(C)nc(C)n2)cc1 (stereo unspecified)
26 | x | x | 35% | 4% | -8% | x | -5% | -1 | 4% | CC1CCN(C(=O)c2ccc(S(=O)(=O)N3CCCC3)cc2)CC1
27 | x | x | 0% | -4% | -22% | x | -1% | -3 | -16% | COc1ccc2nc(SC(C)C(=O)NC3(C#N)CCCCC3)[nH]c2c1 (stereo unspecified)
28 | 5% | 10% | u | 154%[activator] | -29% | -4% | 4% | 0 | -5% | Cc1oc(C(C)(C)C)cc1C(=O)N1CCN(c2ncccc2C(F)(F)F)CC1
29 | x | x | 14% | 95%[activator] | -10% | x | -1% | -7 | 4% | CCOc1ccc(NC(=O)CSc2nnc(C)n2C2CC2)cc1S(=O)(=O)N1CCCC1
30 | 5% | 52%[activator] | 11% | u | -11% | -29% | -3% | 5 | u | N#Cc1cc2c(=O)n3ccccc3nc2n(Cc2ccco2)c1=NC(=O)c1ccco1

Full records as entered above.
`O=C(Cn1c(COc2ccccc2)nc2ccccc21)Nc1cccc(Cl)c1` in the list: Pol beta inh = 1%[57.1 µM]; Anesthetic bind = 2%; APE1 inh = -1%; POLI inh = u; POLH inh = u; BLM inh = -4%; GRP78 ERSR act = 0%; LDHA inh = 3; POLK inh = -1%
`Cc1ccccc1Nc1nc(N)nc(COC(=O)/C=C/c2ccco2)n1` in the list: Pol beta inh = u; Anesthetic bind = u; APE1 inh = u; POLI inh = -17%; POLH inh = -3%; BLM inh = -4%; GRP78 ERSR act = -3%; LDHA inh = 0; POLK inh = -14%
`CCCCC(Br)C(=O)Nc1ccc(S(=O)(=O)Nc2cc(C)nc(C)n2)cc1` (stereo unspecified) in the list: Pol beta inh = 2%; Anesthetic bind = -7%; APE1 inh = 30%; POLI inh = 37%[activator]; POLH inh = 0%; BLM inh = -2%; GRP78 ERSR act = -6%; LDHA inh = -12; POLK inh = -12%

More entries follow.
nr | Pol beta inh | Anesthetic bind | APE1 inh | POLI inh | POLH inh | BLM inh | GRP78 ERSR act | LDHA inh | POLK inh | smiles
31 | 7% | -3% | 0% | 4% | 10% | -4% | 4% | -5 | -7% | O=C(Nc1nccs1)C(=O)c1c[nH]c2ccccc12
32 | -17% | -23% | 0% | 31%[activator] | -12% | 2% | 1% | -1 | -1% | Cc1sc2nc(CN3CCOCC3)[nH]c(=S)c2c1C
33 | 93% | 6% | x | u | -16% | -8% | -5% | -2 | -14% | CCOc1cc(C2c3c(oc4ccccc4c3=O)C(=O)N2Cc2ccccc2Cl)ccc1O (stereo unspecified)
34 | x | x | 22% | u | -13% | x | -4% | 8 | 1% | CC(C)(C)OC(=O)CNC(=O)c1nc[nH]c1C(=O)N1CCNCC1
35 | -24% | -1% | 3% | 15% | -6% | -1% | 7% | 4 | -8% | O=C(c1ccco1)N1CCN(c2cccc(Cl)c2)CC1
36 | 14% | 2% | 14% | 22% | -23% | 3% | 3% | 1 | 3% | COc1ccc(NC(=O)c2cc(CC(C)C)on2)cc1OC
37 | -10% | u | 0% | 29% | -11% | -5% | 6% | 2 | -6% | Cc1nc(-c2ccc3c(c2)OCCO3)cs1
38 | 35% | 0% | 9% | 48%[activator] | -5% | 0% | -2% | -4 | 0% | O=C(Nc1nc2ccccc2s1)C1CCN(C(=O)c2ccco2)CC1
39 | 0% | 2% | 30% | 8%&40% | 0% | -1% | -3%&-6% | -15 | -6%&-16% | COc1cc(/C(=C/c2ccccc2)c2ccccc2)c2c(c1)oc1ccccc12
40 | -4% | -12% | 11% | 36%[activator] | -19% | -4% | -2% | 3 | 8% | Cn1cccc1Cc1nnc(SCC(=O)NCc2ccccc2)n1-c1ccc(F)cc1
41 | 12% | 3% | 1% | 15% | -13% | -6% | -1% | 1 | -5% | COc1ccc(C2OCC3(O)C(c4ccc(OC)c(OC)c4)OCC23)cc1OC (stereo unspecified)
42 | 0% | 5% | -6% | 111%[activator] | -24% | -6% | -5% | -2 | -9% | Cc1cc(C)c(C)c(S(=O)(=O)N2CCN(C(=S)NCC3CCCO3)CC2)c1C (stereo unspecified)

3 entries from above, with values under each structure:
Value order: Pol beta inh, Anesthetic bind, APE1 inh, POLI inh, POLH inh, BLM inh, GRP78 ERSR act, LDHA inh, POLK inh
(36) COc1ccc(NC(=O)c2cc(CC(C)C)on2)cc1OC
    14%, 2%, 14%, 22%, -23%, 3%, 3%, 1, 3%
(37) Cc1nc(-c2ccc3c(c2)OCCO3)cs1
    -10%, u, 0%, 29%, -11%, -5%, 6%, 2, -6%
(38) O=C(Nc1nc2ccccc2s1)C1CCN(C(=O)c2ccco2)CC1
    35%, 0%, 9%, 48%[activator], -5%, 0%, -2%, -4, 0%

The list is partial; the hit share may differ from the screen's.
